# Assay outcomes (PubChem)
# MEKK2 mut-MEK5: signal of MEK5 binding to mutant human MEKK2 PB1 domain; bead flow cytometry, Alexa488-MEK5 binding to MEKK2 mutant; percent response, % at 10 µM; actives 0.35% (n = 290,000); AID 1530; in the data active means percent response above about 24%, passing the limit was not always enough; further: inactives centre near 1; some results filed as inactive read as strong as hits; reference of the scale not given here
# NALP1 yeast inh: NALP1 inhibition; S. cerevisiae NALP1/ASC/caspase-1 growth, X-gal OD620, 72 h; inhibition, % at 10 µM; actives 0.61% (n = 280,000); in the data active means inhibition mostly above about 24%, no sharp cut-off; inactive means mostly below about 32%; further: some compounds called inactive have numbers as strong as hits
# NS3 helicase inh: HCV NS3 helicase inhibition; NS3 helicase DNA unwinding, Cy5 molecular beacon fluorescence; inhibition, % at 10.9 µM; actives 0.56% (n = 290,000);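 active means inhibition above the mean of all tested compounds plus 3 SD, set per campaign, cut at about 35% in these data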;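 further: 0% = DMSO wells and 100% = thioflavine S control wells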
#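 Assay system: hepatitis C virus NS3 helicase domain fragment enzyme. Also added: annealed dual-labelled DNA beacon duplex, ATP-started. Timing: 1 h reaction at 25 °C, ATP-initiated. Technique: Cy5 fluorescence at 0 and 60 min, beacon hairpin quenching. Evaluation: % inhibition of unwinding. Replication: one well per compound.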
# IMP-1 inh: blocks Pseudomonas aeruginosa IMP-1 metallo-beta-lactamase; inhibition, % at 5.6 µM; actives 0.45% (n = 290,000); purified IMP-1, nitrocefin hydrolysis, epi-absorbance fluorescence;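 active means inhibition above the mean plus 3 SD of all compounds in the same screening run, cut at about 4.5% in these data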;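 further: 0% = IMP-1 with DMSO and 100% = DMSO wells lacking enzyme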
#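 Material – recombinant IMP-1 enzyme, purified · Amount – IMP-1 0.2 nM before substrate addition · Medium – HEPES buffer pH 7.1 with ZnSO4 and Brij 35 · Timing – 25 °C, 15 min preincubation, 25 min reaction · Measured by – plate fluorescence quenching by hydrolysis product, ex 480/em 530 nm · Read-out – percent enzyme inhibition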
# M18AAP inhibitor: blocks P. falciparum M18 aspartyl aminopeptidase; recombinant PfM18AAP, H-Glu-NHMec fluorogenic cleavage; inhibition, % at 7.35 µM; actives 1.2% (n = 290,000);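 active means inhibition above the campaign mean inhibition over all tested compounds plus 3 SD, cut at about 28% in these data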;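 further: 0% = plate median of test compound wells and 100% = 2 mM ZnCl2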
# MEKK2 WT-MEK5: raises or lowers MEK5 binding to wildtype human MEKK2 PB1 domain; Q9Y2U5; bead flow cytometry, Alexa488-MEK5 binding to MEKK2 WT; actives lie on both sides; binding response (% of control), % at 10 µM; actives 1.1% (n = 290,000); AID 1531; in the data active means binding response below about 67% or above about 130%
# FID counter: fluorescent intercalator displacement, NS3 helicase counter-screen. inhibition, % at 7.9 µM. DNA fluorescent intercalator displacement, fluorescence. actives 0.17% (n = 290,000); in the data active means inhibition above about 37%;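 further: 0% = vehicle and 100% = reference compound; higher means more ethidium bromide displaced from hairpin DNA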
# UBC9 SUMO inh: SUMOylation inhibition; P63279; HTRF SUMOylation assay, SAE1/SAE2 + UBC9, in vitro; inhibition, % at 35 µM; actives 0.36% (n = 290,000); in the data active means inhibition above about 50%, passing the limit was not always enough; further: strong numbers were not always called active
# Target sequence (P63279 whole entry, looked up): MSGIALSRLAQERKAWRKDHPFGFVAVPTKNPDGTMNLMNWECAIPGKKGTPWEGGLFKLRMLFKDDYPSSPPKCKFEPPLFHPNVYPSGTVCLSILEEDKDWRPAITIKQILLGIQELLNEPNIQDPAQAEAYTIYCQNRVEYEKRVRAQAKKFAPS
# VIM-2 inhibitor: inhibitors of Pseudomonas aeruginosa VIM-2 metallo-beta-lactamase; inhibition, % at 5.6 µM; purified VIM-2, nitrocefin hydrolysis, epi-absorbance fluorescence; actives 0.89% (n = 290,000);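 active means inhibition above the mean of all tested compounds plus 3 SD, cutoff set per screening run, cut at about 7.5% in these data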;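 further: red hydrolysis product quenches plate fluorescence so inhibitors raise well fluorescence; 0% = enzyme with DMSO and 100% = DMSO without enzyme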
# * = called active by the depositor; . = no result given. Hits appear at their usual frequency. About 4.7% of those tested had a hit in this group.
# Preview, 2 compounds:
SMILES	MEKK2 mut-MEK5	NALP1 yeast inh	NS3 helicase inh	IMP-1 inh	M18AAP inhibitor	MEKK2 WT-MEK5	FID counter	UBC9 SUMO inh	VIM-2 inhibitor
CC(=O)Nc1ccc(S(=O)(=O)Nc2cc(C)ccn2)cc1	-2.0	-23.1	-2.9	-1.6	-3.7	99.0	-0.7	10.7	0.2
O=c1[nH]c(C(F)(F)F)nc2c1nnn2Cc1ccccc1F	6.0	11.4	3.9	-3.7	5.8	115.0	2.2	-7.9	-1.7

# The whole of this part, repeating the preview:
SMILES	MEKK2 mut-MEK5	NALP1 yeast inh	NS3 helicase inh	IMP-1 inh	M18AAP inhibitor	MEKK2 WT-MEK5	FID counter	UBC9 SUMO inh	VIM-2 inhibitor
CC(=O)Nc1ccc(S(=O)(=O)Nc2cc(C)ccn2)cc1	-2.0	-23.1	-2.9	-1.6	-3.7	99.0	-0.7	10.7	0.2
O=c1[nH]c(C(F)(F)F)nc2c1nnn2Cc1ccccc1F	6.0	11.4	3.9	-3.7	5.8	115.0	2.2	-7.9	-1.7
COc1ccc([N+](=O)[O-])cc1Nc1c2ccccc2nc2ccccc12	7.0	7.6	-6.4	-0.2	-9.6	113.0	20.5	3.2	7.3
CCN1CCN(CC(=O)c2c[nH]c3ccccc23)CC1	2.0	-5.3	1.0	-2.5	-3.2	109.0	1.8	13.9	-1.2
O=C1N=C(N2CCCCC2)S/C1=C\c1ccc(Br)cc1	0.0	2.0	6.8	4.7*	-5.4	103.0	-11.9	15.4	3.2
COc1ccc(CCNC(=O)C(=O)NCCOc2ccccc2Cl)cc1OC	0.0	35.5	9.6	-0.9	-8.0	100.0	-15.7	2.3	-1.4
COC(=O)c1c(C)[nH]c(C(=O)CC#N)c1C	-14.0	13.2	10.6	-0.8	-7.2	80.0	-10.5	20.9	-1.0
CC(C)NC(=O)C(C)N1CCN(S(=O)(=O)c2ccc3ccccc3c2)CC1 (centres undefined)	-2.0	27.4	5.3	-0.1	-7.5	100.0	-17.2	-8.2	-0.7
Cc1ccc(NC(=O)Cn2nc(-c3ccccc3)nc2-c2ccccc2)c(C)c1	1.0	36.1	5.6	-0.8	1.4	108.0	-4.3	24.9	-2.0
CC(=O)Nc1cccc(NC(=O)CSc2ccc(-c3cccnc3)nn2)c1	-12.0	-14.5	3.1	-1.8	-2.0	82.0	-4.7	2.8	1.1
CC(=O)c1c[nH]c(C(=O)NCC2CCCO2)c1 (centres undefined)	5.0	34.4	0.0	-0.9	-4.5	99.0	1.6	0.1	-0.7
CC(NS(=O)(=O)c1ccccc1)C(=O)Nc1ccc(S(N)(=O)=O)cc1 (centres undefined)	-6.0	-92.8	0.5	-1.8	4.0	94.0	1.9	0.0	-2.8
COc1ccccc1CCC(=O)OCC(=O)NC1CCCCC1	5.0	2.5	3.7	-1.0	-7.3	102.0	-37.5	13.5	-1.9
Cc1cccc(OCCNC(=O)CSc2ccc(C(F)(F)F)cc2[N+](=O)[O-])c1	-1.0	12.2	5.0	-1.7	-3.9	104.0	-1.2	-17.1	-1.1
Oc1ccc(Nc2nc(-c3ccccc3)nc3ccccc23)cc1	0.0	14.8	7.6	-3.9	-23.5	94.0	12.7	8.1	-2.5
Cc1cccc(/C=C2/Sc3ccc(C(=O)NCCCN4CCOCC4)cc3NC2=O)c1	25.0*	10.7	-78.1	-2.9	10.8	149.0*	8.3	3.5	17.9*
Cc1ccccc1-c1noc(-c2ccccc2C(=O)NCC2CCCO2)n1 (centres undefined)	-3.0	0.3	6.5	-3.2	2.1	103.0	-18.1	4.6	-3.6
COc1ccc(CN2C(=O)c3ccccc3C2=O)cc1C(=O)Nc1ccccc1N1CCOCC1	-2.0	7.6	-0.1	-2.5	0.3	97.0	-3.2	7.0	-0.2
CCCCn1nc2cc(C(=O)NC3CCc4ccccc43)ccc2c1OCC (centres undefined)	-7.0	27.5	-11.7	-1.9	2.0	92.0	-30.4	27.6	-3.8
CC1(C)CC(=O)C2=C(C1)NC(=O)CC2c1ccc(N(CCC#N)CCC#N)cc1 (centres undefined)	-10.0	10.0	-6.2	-3.5	-7.1	91.0	-4.2	5.0	1.6
Cc1cc(C)c2nc(-c3ccccn3)cc(C(=O)Nc3ccc(S(=O)(=O)Nc4onc(C)c4C)cc3)c2c1	-14.0	13.5	-15.1	-0.2	10.5	80.0	-16.5	35.8	0.2
CCOC(=O)C1(Cc2cccc(Cl)c2)CCCN(C(=O)CCOC)C1 (centres undefined)	8.0	13.4	-4.1	-3.5	8.1	105.0	-18.7	10.5	-2.2
CCCc1cc(=O)oc2cc(C)c(CN3CCCC3)c(O)c12	.	5.5	39.9*	7.7*	2.1	.	-18.2	30.6	3.5
CC1=C(C(=O)OCc2ccccc2)C(c2ccc3ccccc3c2)NC(=O)N1CCCCCC(=O)O (centres undefined)	4.0	23.4	0.0	-0.9	-1.7	94.0	-48.1	0.2	-2.6
Brc1ccc(OCCOc2cccc3cccnc23)cc1	-1.0	34.9	5.9	-1.4	9.4	96.0	-11.0	-23.7	-3.2
CC(C)CN(C(=O)COc1cccc(-n2cnnn2)c1)C1CCS(=O)(=O)C1 (centres undefined)	5.0	19.1	4.5	-2.0	-3.4	107.0	-9.0	12.6	-2.1
COC(=O)CC1C(=O)NCCN1C(=O)CSc1nnc(Nc2ccc(C)cc2)s1 (centres undefined)	1.0	-6.7	2.9	-3.4	6.2	100.0	-12.0	1.6	-4.5
CCN(C(=O)CN1CCN(c2ccc(OC)cc2)CC1)c1c(N)n(Cc2ccccc2)c(=O)[nH]c1=O	-5.0	1.1	6.7	-3.4	9.4	94.0	-1.1	15.8	-0.9
Cn1c(=O)c(C(=O)CN2CC(=O)Nc3ccccc32)c(N)n(Cc2ccccc2)c1=O	-1.0	-14.7	-0.1	-2.0	-3.8	105.0	-6.9	16.2	-2.0
Cc1ccccc1NC(=O)Cn1c(=O)n(Cc2ccccc2)c(=O)c2c(C)c(C)sc21	-1.0	32.0	-7.5	-5.1	-2.1	100.0	1.7	3.4	-2.3
CC(=O)Nc1cccc(C(=O)N(Cc2ccccc2)Cc2ccccc2)c1	2.0	-2.2	-7.3	0.1	-7.1	109.0	-36.4	16.3	0.6
CCOc1cc(/C=N/NC(N)=O)cc(Br)c1OCc1ccccc1F	-1.0	36.9	-13.9	-2.1	0.1	94.0	-13.9	11.0	-2.0
COc1ccc(-n2c(Cc3cccn3C)nnc2SCC(=O)NC2CCCCC2)cc1	-1.0	11.2	13.9	-3.5	3.4	93.0	-33.5	15.9	-2.7
O=C(Cc1ccccc1)N1CCN(c2ccccc2F)CC1	5.0	12.9	-1.7	0.8	-12.5	112.0	-12.0	4.2	-0.6
O=Cc1cn(CC(=O)N2CCCc3ccccc32)c2ccccc12	4.0	0.5	8.1	-2.6	0.5	101.0	1.4	-13.9	-2.4
CCOc1ccc(CC(=O)Nc2sc(Cc3ccccc3)cc2C(N)=O)cc1OCC	1.0	-11.5	-2.0	-5.3	-5.2	101.0	-2.2	-3.8	-3.6
COc1ccc2cc(C(=O)N/N=C/c3cc(OC)c(OC)c(OC)c3)[nH]c2c1	9.0	15.1	-4.8	-2.0	5.4	101.0	-32.3	6.6	-2.0
COc1cc(CN2CCC(N3CCC(C(=O)N4CCCC4)CC3)CC2)cc2c1OCO2	16.0	15.9	-0.3	-1.2	1.2	126.0	3.7	10.4	-2.3
O=C(NCC1CCCO1)c1cc2c([nH]c3ccccc32)c(-c2cccc(Cl)c2)n1 (centres undefined)	-1.0	9.7	-39.5	-2.8	6.8	101.0	-25.9	15.4	-3.2
CCC(=O)NC(Nc1c(C)n(C)n(-c2ccccc2)c1=O)C(Cl)(Cl)Cl (centres undefined)	-1.0	10.8	-4.3	-3.2	-0.9	103.0	-0.2	4.8	-1.6
O=C1OCCC1Sc1nc2ccccc2s1 (centres undefined)	2.0	-3.8	-7.4	-1.6	-7.7	101.0	-3.1	13.6	1.0
COc1ccccc1/C=N/NC(=O)c1nnn(-c2nonc2N)c1CN(C)c1ccccc1	-3.0	8.9	-18.2	-0.9	1.1	100.0	-39.0	-2.2	-1.5
Nc1cc(Br)c(N)c(Br)c1	-6.0	-10.6	8.9	-2.6	-13.4	87.0	-4.7	-2.5	1.0
CC(C)CC(=O)N1CCN(S(C)(=O)=O)CC1	5.0	-6.1	3.9	-2.0	-0.6	106.0	-0.9	13.8	-2.2
CCOC(=O)C1Sc2ccccc2NC1=O (centres undefined)	-2.0	3.6	1.6	-1.5	1.3	95.0	-7.1	-6.7	1.1
COCCCNC(=O)CNC(=S)N(Cc1ccccc1F)C1CCCCC1	1.0	7.1	8.1	-1.5	2.3	100.0	-25.5	28.3	-0.1
O=C(Nc1ccc2c(c1)OCO2)C1CCN(C(=O)c2ccc([N+](=O)[O-])cc2)CC1	-1.0	5.5	-0.7	-2.9	3.9	95.0	-15.6	8.7	-1.8
Cc1nc2ccccc2c(=O)n1NCc1cccs1	-2.0	14.0	0.8	0.2	-2.2	96.0	-4.6	19.2	0.1
CC(C)=NOc1nc(N2CCOCC2)nc(N2CCOCC2)n1	3.0	13.7	5.2	-4.0	-6.4	106.0	-7.1	7.9	-1.9
COc1ccc(/C=N/Nc2cc(N3CCOCC3)nc(C)n2)c(OC)c1	21.0	-17.3	-19.3	-5.4	2.3	110.0	-17.4	-6.6	-2.8
Cc1ccc(OCC(=O)NNC(=O)C(=O)NC(C)(C)C)cc1	12.0	15.9	6.5	-1.9	7.3	98.0	-3.0	-12.0	-2.6
Cc1ccc(S(=O)(=O)NC(C)(C)CN2CCc3ccccc3C2)cc1	-13.0	5.3	-4.2	-1.5	1.8	95.0	-2.1	15.3	1.2
O=C(CN1CCOCC1)Nc1ccccc1F	3.0	11.6	8.6	-3.2	-4.6	105.0	-1.8	10.8	-1.1
Cc1scc(C(=O)NNC(=S)NCc2ccccc2)c1C	-1.0	-6.0	8.1	-5.3	8.8	107.0	-1.8	5.4	-5.8
COc1ccc(Br)cc1C1CC(=O)N2CN(C)CSC2=C1C#N (centres undefined)	7.0	-16.2	35.3	-1.4	26.0	96.0	-33.6	11.8	0.5
O=C(c1cc2ccccc2cc1O)N1CCN(c2ccccn2)CC1	-2.0	-1.2	-12.1	-3.1	6.6	102.0	-28.6	16.7	-0.5
CC(=O)C1=C(O)C(=O)N(c2cccc(C(=O)O)c2)C1c1ccc(F)cc1 (centres undefined)	17.0	10.1	-5.2	-2.8	1.0	104.0	-1.6	-17.1	-3.2

# As entered above.
# COc1cc(CN2CCC(N3CCC(C(=O)N4CCCC4)CC3)CC2)cc2c1OCO2 – NALP1 yeast inh: 15.9
# COc1ccccc1/C=N/NC(=O)c1nnn(-c2nonc2N)c1CN(C)c1ccccc1 – IMP-1 inh: -0.9
# CC(=O)C1=C(O)C(=O)N(c2cccc(C(=O)O)c2)C1c1ccc(F)cc1 (centres undefined) – NS3 helicase inh: -5.2
# O=C(c1cc2ccccc2cc1O)N1CCN(c2ccccn2)CC1 – FID counter: -28.6
